From PubChem BioAssay
LmPK inhibitor: qHTS Assay for Inhibitors of Leishmania Mexicana Pyruvate Kinase (LmPK); purified LmPK, Kinase-Glo ATP luminescence, 1 h; Potency, µM (titrated, usually from 57.5 µM), without a hit: at the top dose activity change, negative = inhibition, hits mostly inhibitors; 290,000 compounds, 0.37% hits; AID 1721, 2009; also: potency is read from the fitted curve at half-maximal effect
Target sequence (Q27686 whole entry, looked up): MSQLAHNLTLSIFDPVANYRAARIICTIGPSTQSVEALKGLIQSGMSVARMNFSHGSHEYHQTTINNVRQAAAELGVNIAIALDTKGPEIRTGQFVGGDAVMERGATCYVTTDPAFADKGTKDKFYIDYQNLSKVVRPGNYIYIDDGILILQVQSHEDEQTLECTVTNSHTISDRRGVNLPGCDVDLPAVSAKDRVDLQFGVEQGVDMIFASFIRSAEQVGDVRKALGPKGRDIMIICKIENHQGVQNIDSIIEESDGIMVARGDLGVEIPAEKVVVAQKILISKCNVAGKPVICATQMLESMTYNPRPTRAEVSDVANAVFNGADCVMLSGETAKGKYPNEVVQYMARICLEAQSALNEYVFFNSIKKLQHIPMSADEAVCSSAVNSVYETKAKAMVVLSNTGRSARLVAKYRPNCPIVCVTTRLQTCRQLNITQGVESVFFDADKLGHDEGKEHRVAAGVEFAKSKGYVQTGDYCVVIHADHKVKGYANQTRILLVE
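Purified LmPK (0.1 nM) converted ADP (0.1 mM) to ATP with PEP (0.5 mM) in imidazole buffer pH 7.2 with KCl and MgCl2, 1 h at room temperature. ATP was read by Kinase-Glo luminescence; data normalized to uninhibited and no-enzyme controls.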
AmpC detergent: qHTS Inhibitors of AmpC Beta-Lactamase (assay with detergent). 370,000 compounds, 0.041% hits. Potency, µM (titrated, usually from 114 µM), without a hit: at the highest dose activity change, negative = inhibition, usual class: inhibitors. AID 485294, 2010. AmpC hydrolysis of nitrocefin, absorbance 480 nm, 0.01% Triton. P00811;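 also: potency is read from the fitted curve at half-maximal effect; 0% = no-compound wells and -100% = no-enzyme wells; nearly all actives have a fitted effect of over 25% in size; some results filed as inactive show a strong effect at the top dose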
Target sequence (P00811 whole entry, looked up): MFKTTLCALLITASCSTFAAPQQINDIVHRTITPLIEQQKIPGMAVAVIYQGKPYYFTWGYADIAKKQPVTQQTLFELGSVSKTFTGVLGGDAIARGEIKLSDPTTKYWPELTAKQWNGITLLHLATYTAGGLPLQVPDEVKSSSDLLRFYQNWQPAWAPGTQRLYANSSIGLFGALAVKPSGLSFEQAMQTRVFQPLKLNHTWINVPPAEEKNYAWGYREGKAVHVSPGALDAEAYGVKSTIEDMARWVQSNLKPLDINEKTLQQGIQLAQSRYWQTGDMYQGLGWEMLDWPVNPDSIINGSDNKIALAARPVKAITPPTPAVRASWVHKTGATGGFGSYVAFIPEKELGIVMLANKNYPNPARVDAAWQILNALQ
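AmpC (5.3 nM in the dispensed reagent) in 20 mM phosphate pH 7.0 with 0.01% (detergent screen) or 0.0001% Triton X-100 was preincubated with compounds for 15 min at room temperature. Nitrocefin was then added from an 800 uM solution, and hydrolysis was followed at 480 nm.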
AMA1-RON2 inh: qHTS for Inhibitors of AMA1-RON; Towards Development of Antimalarial Drug Lead: Primary Screen. 360,000 compounds, 0.2% hits. AID 720542, 2013. Potency, µM (highest dose often 58.2 µM), without a hit: top-dose activity change, negative = inhibition, usual class: inhibitors. AlphaScreen AMA1-biotinylated RON2 peptide binding;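 also: potency is read from the fitted curve at half-maximal effect; 0% = vehicle wells and -100% = peptide control; nearly all actives have a fitted effect of over 45% in size; some results filed as inactive show a strong effect at the top dose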
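AMA1 (3D7) with his tag at 25 nM final met compounds first, then biotinylated RON2 peptide at 25 nM; detection used donor plus acceptor beads, 10 µg/mL apiece, read by AlphaScreen after 30 min at room temperature.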
AmpC no deterg: qHTS Inhibitors of AmpC Beta-Lactamase (assay without detergent); 330,000 compounds, 0.52% hits; AmpC nitrocefin hydrolysis, absorbance 480 nm, 0.0001% Triton; Potency, µM (series often up to 57.1 µM), for inactives: at the highest dose activity change, negative = inhibition, usual class: inhibitors; AID 485341, 2010; P00811;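 also: potency is read from the fitted curve at half-maximal effect; plate controls were no compound for no effect and no enzyme for full effect; nearly all actives have a fitted effect of over 20% in size; some results filed as inactive show a strong effect at the top dose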
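20 mM phosphate pH 7.0 + 0.01% (detergent screen) or 0.0001% Triton X-100; 5.3 nM AmpC reagent; cpd preinc 15 min RT; nitrocefin (800 uM stock) to start; A480 q20 s × 4 min; Activity was normalised to no-enzyme and no-compound control wells.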
HCMV inh: qHTS Assay for inhibitors of the human cytomegalovirus (HCMV) | activity change, negative = inhibition, % at 57.5 µM | HFF cells, HCMV-luciferase reporter, 72 h; stronger effect = lower value | 410,000 compounds, 4.5% hits | AID 1259415, 2018; in the data active = activity change below about -60%; inconclusive = no clear call, values can overlap the other calls; inactive = above about -39%
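Human foreskin fibroblasts infected with luciferase-reporter HCMV at MOI 1 PFU/cell, compounds at two doses. Luciferase measured 72 h post infection; normalized to buffer-only basal and Salinomycin (10uM) controls.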
TbPYK inhibitor: qHTS of Trypanosoma Brucei Inhibitors. TbPYK enzyme, Kinase-Glo Plus ATP luminescence, 45 min. AID 624173, 2012. 410,000 compounds, 0.12% hits. Potency, µM (doses to about 76.8 µM), for the others: at the highest dose activity, negative = inhibition, usual class: inhibitors; also: potency is read from the fitted curve at half-maximal effect; nearly all actives have a fitted effect of over 50% in size
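TbPYK + substrate in 50 mM TEA pH 7.2, 100 mM KCl, 10 mM MgCl2, 0.05% BSA, 0.01% Tween-20; cpd pinned; ADP 130 uM final; 45 min RT; Kinase-Glo Plus 10 min; luminescence endpoint.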
HCV inhibitor: qHTS Assay for Inhibitors of Hepatitis C Virus (HCV). Huh7.5.1 HCVcc-Cre infection, luciferase reporter, 44 h. Potency, µM (series often up to 41.8 µM), without a hit: top-dose activity change, negative = inhibition, usual class: inhibitors. 340,000 compounds, 3.4% hits. AID 651820, 2012; also: potency is read from the fitted curve at half-maximal effect
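Seed cells (1,000/well) for 4 h; treat with compound and infect with HCVcc-Cre, moi about 0.5. Incubate 44 h, then detect luciferase activity.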
An asterisk follows results filed as active; & = joins results of further samples; ! = not confirmed by another sample; [ ] = dose if it differs, or a comment. Unless noted, calls follow the shape of the dose curve; as a rule, active = well fitted curve in the direction sought with a large enough effect; inconclusive = small, poorly fitted or top-dose-only effect, or another doubt; inactive = no such curve, though single readings can be large; an effect the other way counts as inactive or inconclusive. Unless noted, % is scaled to controls: 0 for no effect and ±100 for the full control effect.

How did COc1ccc(CNCCc2ccc3c(c2)OCO3)cc1Br do in these assays?
LmPK inhibitor: -1%; AmpC detergent: -3%; AMA1-RON2 inh: -11%; AmpC no deterg: -10%; HCMV inh: -17; TbPYK inhibitor: -18%; HCV inhibitor: -20%

Results for COc1ccc(CCNC(=S)Nc2ccc(C(C)C)cc2)cc1 ?
LmPK inhibitor: 7%; AmpC detergent: 2%; AMA1-RON2 inh: 65%[activator]; AmpC no deterg: -56%; HCMV inh: -14; TbPYK inhibitor: -2%; HCV inhibitor: inconclusive

How did COc1cccc(CNCc2ccco2)c1O do in these assays?
LmPK inhibitor: -7%; AmpC detergent: -9%; AMA1-RON2 inh: -6%; AmpC no deterg: -3%; HCMV inh: -11; TbPYK inhibitor: 4%; HCV inhibitor: 30%

How did Cc1onc(-c2c(Cl)cccc2Cl)c1NC(=O)NC1CCSC1 (stereo not drawn) do in these assays?
LmPK inhibitor: 1%; AmpC detergent: -14%; AMA1-RON2 inh: -5%; AmpC no deterg: -13%; HCMV inh: 22; TbPYK inhibitor: 1%; HCV inhibitor: -12%

What do the screens show for `CCc1cc2c(cc3c(=O)n(CC(=O)NCc4cccc(Cl)c4)nc(CC)n32)s1`?
AmpC detergent: 8%; HCMV inh: 34; TbPYK inhibitor: 4%

How did CC(=O)c1c(C)oc2ccc(N(C(=O)Oc3ccccc3)S(=O)(=O)c3ccc(Cl)cc3)cc12 do in these assays?
AmpC detergent: 9%; HCMV inh: 20; TbPYK inhibitor: -3%

Results for CN(C)S(=O)(=O)Nc1cc(F)cc(F)c1 ?
LmPK inhibitor: -3%; AmpC detergent: 3%; AMA1-RON2 inh: -1%; AmpC no deterg: 0%; HCMV inh: inconclusive; TbPYK inhibitor: 4%; HCV inhibitor: 6%

How did COc1ccc(-c2cc3c(=O)n(CC(=O)Nc4cc(C)ccc4C)ccn3n2)cc1 do in these assays?
AmpC detergent: 8%; HCMV inh: 28; TbPYK inhibitor: -6%

What do the screens show for `Cc1cccc(NC(=O)CSc2nc(N)cc(N)n2)c1`?
LmPK inhibitor: 1%; AmpC detergent: 3%; AMA1-RON2 inh: 18%; AmpC no deterg: -10%; HCMV inh: 7; TbPYK inhibitor: -1%; HCV inhibitor: -6%

What do the screens show for `O=C(NNc1cc(N2CCOCC2)nc(N2CCOCC2)n1)c1ccc(Cl)cc1Cl`?
LmPK inhibitor: 0%; AmpC detergent: -8%; AMA1-RON2 inh: 8%; AmpC no deterg: -5%; HCMV inh: -17; TbPYK inhibitor: -3%; HCV inhibitor: -9%

What do the screens show for `O=C(NC1CCCCC1)c1ccc(S(=O)(=O)NCc2ccco2)cc1`?
LmPK inhibitor: 2%; AmpC detergent: -10%; AMA1-RON2 inh: -3%; AmpC no deterg: -27%; HCMV inh: 89; TbPYK inhibitor: 10%; HCV inhibitor: 12%

What do the screens show for `Cc1cccc2[nH]c(-c3ccc(NC(=O)c4ccco4)cc3)nc12`?
LmPK inhibitor: inconclusive; AmpC detergent: inconclusive; AMA1-RON2 inh: -2%; AmpC no deterg: inconclusive; HCMV inh: -15; TbPYK inhibitor: -9%; HCV inhibitor: -12%

What do the screens show for `Cc1cc(Nc2ncc(Cl)cc2Cl)n(-c2ccccc2C)n1`?
LmPK inhibitor: -3%; AmpC detergent: 2%; AMA1-RON2 inh: -3%[11.6 µM]; AmpC no deterg: 69%[activator]; HCMV inh: -30; TbPYK inhibitor: -5%; HCV inhibitor: -26%

What do the screens show for `COC1=C/C(=C/c2c(N)n3nc(CC(=O)N4CCCC4)sc3nc2=O)C=CC1=O`?
LmPK inhibitor: 5%; AmpC detergent: -2%; AMA1-RON2 inh: -6%; AmpC no deterg: -30%; HCMV inh: -6; TbPYK inhibitor: 2%; HCV inhibitor: 17%

Results for CN(CC(=O)Nc1ccc(F)cc1)C(=O)c1ccccc1Sc1ccccc1C#N ?
AmpC detergent: -12%; AMA1-RON2 inh: -2%; AmpC no deterg: -9%; HCMV inh: -40; TbPYK inhibitor: -1%; HCV inhibitor: -25%

What do the screens show for `CN(/N=C/c1cc(Cl)cc(Cl)c1O)C(=S)NC(C)(C)C`?
LmPK inhibitor: 5%; AmpC detergent: 1%; AMA1-RON2 inh: 86%[activator]; AmpC no deterg: -26%; HCMV inh: 61; TbPYK inhibitor: -3%; HCV inhibitor: inconclusive

What do the screens show for `O=C(CSc1nc2c([nH]c3ccccc32)c(=O)n1-c1cccc(Cl)c1)N1CCOCC1`?
LmPK inhibitor: 4%; AmpC detergent: -8%&2%; AMA1-RON2 inh: -3%; AmpC no deterg: -21%; HCMV inh: -93*!; TbPYK inhibitor: 1%&-5%; HCV inhibitor: inconclusive

Results for CCc1cc2cc3c(cc2nc1SCC(=O)Nc1c[nH]c(=O)[nH]c1=O)OCO3 ?
LmPK inhibitor: -7%; AmpC detergent: 1%; AMA1-RON2 inh: -12%; AmpC no deterg: -5%; HCMV inh: -31; TbPYK inhibitor: -3%; HCV inhibitor: -19%

How did Cc1ccc(N=C2C(=O)Nc3ccc(Br)cc32)cc1 do in these assays?
LmPK inhibitor: -4%; AmpC detergent: -9%; AMA1-RON2 inh: -4%; AmpC no deterg: 2%; HCMV inh: -32; TbPYK inhibitor: 3%; HCV inhibitor: 4%

Results for O=[N+]([O-])c1ccc(N2CCCCCC2)c2nonc12 ?
LmPK inhibitor: -1%; AmpC detergent: 2%; AMA1-RON2 inh: 12%; AmpC no deterg: -10%; HCMV inh: -17; TbPYK inhibitor: 1%; HCV inhibitor: 8%

Results for CC(C)c1ccc(Nc2c(-c3ccc(N(C)C)cc3)nc3cnccn23)cc1 ?
AmpC detergent: -5%; HCMV inh: 19; TbPYK inhibitor: -2%

Results for COc1cccc(C2C(C(=O)c3cc4ccccc4o3)=C(O)C(=O)N2c2cc(C)on2)c1 (stereo not drawn) ?
LmPK inhibitor: 4%; AmpC detergent: -1%; AMA1-RON2 inh: 77%[activator]; AmpC no deterg: -47%; HCMV inh: -5; TbPYK inhibitor: 5%; HCV inhibitor: -3%

Results for CN(C)S(=O)(=O)c1ccc(C(=O)N2CCCC2c2nc3ccccc3s2)cc1 (stereo not drawn) ?
LmPK inhibitor: 2%; AmpC detergent: -6%; AMA1-RON2 inh: 1%; AmpC no deterg: 43%; HCMV inh: 12; TbPYK inhibitor: -12%; HCV inhibitor: -6%

What do the screens show for `COc1ccc(C(=O)N(Cc2ccccc2)c2cccc(C)c2)cc1`?
LmPK inhibitor: -8%; AmpC detergent: 0%; AMA1-RON2 inh: 20%; AmpC no deterg: -20%; HCMV inh: -60*; TbPYK inhibitor: -11%; HCV inhibitor: -10%

Reprinted at random: 2 records from the list
Results for CN(CC(=O)Nc1ccc(F)cc1)C(=O)c1ccccc1Sc1ccccc1C#N ?
AmpC detergent: -12%; AMA1-RON2 inh: -2%; AmpC no deterg: -9%; HCMV inh: -40; TbPYK inhibitor: -1%; HCV inhibitor: -25%

What do the screens show for `Cc1cc(Nc2ncc(Cl)cc2Cl)n(-c2ccccc2C)n1`?
LmPK inhibitor: -3%; AmpC detergent: 2%; AMA1-RON2 inh: -3%[11.6 µM]; AmpC no deterg: 69%[activator]; HCMV inh: -30; TbPYK inhibitor: -5%; HCV inhibitor: -26%

Later entries.
How did C/C(CC(=O)Nc1ccccn1)=N\NC(=O)C(=O)Nc1ccccc1C do in these assays?
LmPK inhibitor: -1%; AmpC detergent: -9%; AMA1-RON2 inh: -1%; AmpC no deterg: -42%; HCMV inh: -39; TbPYK inhibitor: -5%; HCV inhibitor: 14%

Results for CNc1ncc(C(=O)c2ccc(-c3ccccc3)cc2)s1 ?
LmPK inhibitor: -1%; AmpC detergent: -6%; AMA1-RON2 inh: 11%; AmpC no deterg: -19%; HCMV inh: -7; TbPYK inhibitor: -3%; HCV inhibitor: inconclusive

Results for COc1cccc(CNC(=O)C2CCCN(S(=O)(=O)c3ccc4c(ccn4C)c3)C2)c1OC (stereo not drawn) ?
AmpC detergent: 19%; HCMV inh: -30; TbPYK inhibitor: -1%

Results for CN(Cc1ccc(F)cc1)Cc1nc(-c2ccccc2)no1 ?
LmPK inhibitor: -1%; AmpC detergent: 5%; AMA1-RON2 inh: 29%; AmpC no deterg: 0%; HCMV inh: 62; TbPYK inhibitor: 2%; HCV inhibitor: 3%

How did CCc1ccc(N2C(=O)CSC23C(=O)N(Cc2ccc(C)cc2)c2ccccc23)cc1 (stereo not drawn) do in these assays?
AmpC detergent: -4%; HCMV inh: -1; TbPYK inhibitor: 1%

What do the screens show for `Cc1noc(/C=C/c2ccco2)c1S(=O)(=O)N1CCC(C(=O)N2CCc3ccccc3C2)CC1`?
LmPK inhibitor: 4%; AmpC detergent: inconclusive; AMA1-RON2 inh: -13%; AmpC no deterg: -1%; TbPYK inhibitor: -3%; HCV inhibitor: 11µM*

What do the screens show for `COc1ccc(C2Nc3cc(OC)ccc3-n3cccc32)cc1` (stereo not drawn)?
LmPK inhibitor: 3%; AmpC detergent: 1%; AMA1-RON2 inh: 87%[activator]; AmpC no deterg: 51%; HCMV inh: 12; TbPYK inhibitor: -19%; HCV inhibitor: inconclusive

Results for CN(c1ccccc1C(=O)Nc1ccc(F)c(F)c1)S(C)(=O)=O ?
LmPK inhibitor: 4%; AmpC detergent: -1%; AMA1-RON2 inh: -9%; AmpC no deterg: 3%; HCMV inh: -17; TbPYK inhibitor: 1%; HCV inhibitor: 23%

How did OCC[C@@H]1C[C@H](O)[C@@H](O)[C@@]2(OCCCc3ccccc32)O1 do in these assays?
LmPK inhibitor: 1%; AmpC detergent: -14%; AMA1-RON2 inh: 1%; AmpC no deterg: -8%; HCMV inh: inconclusive; TbPYK inhibitor: -4%; HCV inhibitor: 13%

Results for C=CCOc1cccc(C2/C(=C(/O)c3ccc(Cl)cc3)C(=O)C(=O)N2CCN2CCOCC2)c1 (stereo not drawn) ?
LmPK inhibitor: 4%; AmpC detergent: 1%; AMA1-RON2 inh: 1%; AmpC no deterg: 13%; HCMV inh: 48; TbPYK inhibitor: -4%; HCV inhibitor: 8%
